Assay outcomes (PubChem BioAssay)
Luciferase inh = blocks purified firefly luciferase enzyme activity | P08659 | 2.5% of 76,000 active | Potency, µM (titrated, usually from 115 µM), inactives show at the top dose activity change, negative = inhibition, hits mostly inhibitors | AID 1347043 | purified P. pyralis luciferase, luminescence, biochemical; also: potency is read from the fitted curve at half-maximal effect; nearly all actives have a fitted effect of over 65% in size
Target sequence (P08659 whole entry, looked up): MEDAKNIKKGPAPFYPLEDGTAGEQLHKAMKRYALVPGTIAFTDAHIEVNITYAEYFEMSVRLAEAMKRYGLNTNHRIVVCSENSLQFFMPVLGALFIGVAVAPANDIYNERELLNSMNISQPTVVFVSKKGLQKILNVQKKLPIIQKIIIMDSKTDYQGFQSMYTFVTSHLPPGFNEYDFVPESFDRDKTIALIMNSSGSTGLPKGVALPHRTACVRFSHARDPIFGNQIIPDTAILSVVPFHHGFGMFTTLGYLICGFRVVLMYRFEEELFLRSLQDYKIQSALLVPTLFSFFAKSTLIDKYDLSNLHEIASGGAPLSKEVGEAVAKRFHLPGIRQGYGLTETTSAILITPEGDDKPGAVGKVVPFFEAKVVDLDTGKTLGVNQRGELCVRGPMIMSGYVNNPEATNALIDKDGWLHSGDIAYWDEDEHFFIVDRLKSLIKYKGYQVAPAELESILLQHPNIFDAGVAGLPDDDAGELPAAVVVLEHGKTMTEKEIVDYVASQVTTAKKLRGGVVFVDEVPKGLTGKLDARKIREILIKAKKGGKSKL
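Luminescence read by CCD imager after adding enzyme (10nM final) to wells holding compound, titrated in qHTS. Substrates 10uM each D-luciferin and ATP; buffer 50mM Tris acetate pH 7.5, 10mM Mg acetate, Tween-20, BSA.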
HEK cytotox = cytotoxic compounds in HEK 293 cells. 6.6% of 94,000 active. Potency, µM (doses to about 115 µM), for the others: at the highest dose activity change, negative = cytotoxicity, actives largely listed as inhibitors. HEK 293 viability, ATP luminescence (CellTiter-Glo), 48-72 h; also: potency is read from the fitted curve at half-maximal effect; nearly all actives have a fitted effect of over 60% in size
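qHTS cytotoxicity; HEK 293, 250 cells/well; compound pinned; 48 or 72 hr, 37 degree Celsius, 5% CO2, 95% humidity; CellTiter-Glo, 10 min RT; luminescence (ATP).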
SNCA expr inhib = inhibitors of alpha-synuclein (SNCA) gene expression | Potency, µM (titrated, usually from 57.2 µM), inactives show top-dose activity change, negative = inhibition, actives largely listed as inhibitors | 0.17% of 140,000 active | AID 1671194 | HEK-293 SNCA-luciferase knock-in, luminescence, 24 h;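 also: potency is read from the fitted curve at half-maximal effect; plate controls were DMSO cells for no effect and cell-free wells for full effect; nearly all actives have a fitted effect of over 45% in size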
HEK293 viab = reduces viability of HEK-293 SNCA reporter cells; HEK-293-SNCA-luc viability, GF-AFC fluorescence, 24 h; Potency, µM (top dose mostly 57.1 µM), without a hit: top-dose activity change, negative = cytotoxicity, most hits filed as cytotoxic; 0.12% of 150,000 active; AID 1671193;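 also: potency is read from the fitted curve at half-maximal effect; 0% = DMSO-treated cells and -100% = medium-only wells without cells; nearly all actives have a fitted effect of over 30% in size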
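HEK-293-SNCA-luc cells (1500/well) plated 24 h, then exposed 24 h to a dilution series; GF-AFC added 30 min at 37C, fluorescence 405/540 nm; normalised to medium-only and DMSO wells, Hill fit.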
IP6K1 inhibitor = IP6K1 kinase inhibition; IP6K1 kinase, ADP-Glo luminescence, 2 h; active compounds read low; 0.81% of 140,000 active; Q92551; activity change, % (series mostly up to about 58 µM); AID 1645851; in the data active = activity change below about -25%
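ADP-Glo luminescence measures ADP made by human IP6K1 during a 2 h RT reaction with ATP/IP6 (mix at 1.3 mM/130 uM); top library doses 57.5 and 19.1 uM final.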
GPT2 inhibitor = GPT2 alanine aminotransferase inhibition | Q8TD30 | 0.25% of 100,000 active | Potency, µM (highest dose often 57.7 µM), for the others: at the top dose activity change, negative = inhibition, usual class: inhibitors | Recombinant GPT2, coupled pyruvate oxidase/HRP Amplex Red fluorescence; also: potency is read from the fitted curve at half-maximal effect; nearly all actives have a fitted effect of over 60% in size; many of its hits are not listed in these tables
Target sequence (Q8TD30 whole entry, looked up): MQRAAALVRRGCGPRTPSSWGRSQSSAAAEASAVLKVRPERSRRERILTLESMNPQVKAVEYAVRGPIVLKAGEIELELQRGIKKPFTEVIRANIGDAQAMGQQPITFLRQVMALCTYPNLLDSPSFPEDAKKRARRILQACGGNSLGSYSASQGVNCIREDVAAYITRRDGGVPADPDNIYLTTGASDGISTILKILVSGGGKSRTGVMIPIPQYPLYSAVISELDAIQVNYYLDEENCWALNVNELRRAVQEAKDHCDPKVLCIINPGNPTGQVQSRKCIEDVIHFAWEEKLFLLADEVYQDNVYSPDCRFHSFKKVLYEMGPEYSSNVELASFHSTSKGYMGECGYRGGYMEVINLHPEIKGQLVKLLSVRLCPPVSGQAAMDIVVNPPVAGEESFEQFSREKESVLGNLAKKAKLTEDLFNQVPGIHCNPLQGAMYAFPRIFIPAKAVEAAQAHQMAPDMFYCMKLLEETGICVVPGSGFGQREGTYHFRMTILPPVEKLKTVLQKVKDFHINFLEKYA
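Fluorescence of coupled pyruvate oxidase/HRP/Amplex Red system (50uM Amplex, 30 min, dark) reports pyruvate formed by GPT2. Enzyme reaction: 10ng/uL GPT2, 2mM L-alanine, 250uM a-KG, 30 min room temperature, pH 7.5; 50uM AOA control.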
NIH3T3 tox = kills NIH 3T3 cells; NIH 3T3 viability, CellTiter-Glo ATP luminescence, 48-72 h; Potency, µM (highest dose often 96.7 µM), inactives show top-dose activity change, negative = cytotoxicity, actives largely listed as inhibitors; 4.3% of 94,000 active; also: potency is read from the fitted curve at half-maximal effect; nearly all actives have a fitted effect of over 55% in size
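ATP-dependent luminescence (CellTiter-Glo) served as the viability signal for NIH 3T3 cells treated with compound for 48 or 72 hr at 37 °C.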
* hit, by the source's call; i = inactive; ? = inconclusive; . = no result given; & = joins results of further samples; [ ] = dose if it differs, or a comment. Unless noted, calls follow the shape of the dose curve; as a rule, active = well fitted curve in the direction sought with a large enough effect; inconclusive = small, poorly fitted or top-dose-only effect, or another doubt; inactive = no such curve, though single readings can be large; an effect the other way counts as inactive or inconclusive. Unless noted, % is scaled to controls: 0 for no effect and ±100 for the full control effect. Compounds were not picked by outcome; about 7.7% have a hit in one of these screens.

Results follow in this order: Luciferase inh | HEK cytotox | SNCA expr inhib | HEK293 viab | IP6K1 inhibitor | GPT2 inhibitor | NIH3T3 tox
- COc1ccccc1-c1cc(C(=O)NC(C)C)c2cnn(C)c2n1
  -8%[172 µM] | -5%[172 µM] | 29%[87.6 µM] | 10%[87.6 µM] | -8&-9 | i | -2%[138 µM]
- CNC(=O)[C@@H]1CN(C(=O)Cn2nc(C(F)(F)F)cc2C)C[C@H]1CO
  -3% | -3% | 24% | 6% | 18 | i | -6%
- COc1ccc(O[C@H]2COCCN(C(=O)COc3ccccc3)C2)cc1
  2%[172 µM] | -18%[172 µM] | -2%[87.6 µM] | -14%[87.6 µM] | 15 | -6%[88.5 µM] | -12%[138 µM]
- Cc1ccccc1NC(=O)Cn1c(SCC(=O)Nc2ccc(F)cc2)nc2ccccc21
  . | . | -2% | 2% | 0 | . | .
- O=C1N(CCc2ccccc2)CCOC12CCN(Cc1ccc3c(c1)CCO3)CC2
  -17%[172 µM] | ? | -12%[87.6 µM] | 2%[87.6 µM] | 2 | -47%[88.5 µM] | ?
- Fc1cccc(-c2cnc(Nc3ccc(N4CCOCC4)cc3)c3c2CCO3)c1
  10µM* | ? | 17%[87.6 µM] | 1%[87.6 µM] | -13 | -4%[88.5 µM] | ?
- Cc1ccc(C2N3CC4(C)CN2CC(c2ccccc2)(C3)C4=O)cc1 (configuration not stated)
  . | . | -25% | 5% | 23 | . | .
- c1cncc(CN2CCC(N3CC(OCC4CC4)C34CCCCC4)CC2)c1 (configuration not stated)
  . | -22% | 28% | -2% | 19 | i | ?
- O=C([C@H]1CCCN1C(=O)c1ccc(Cl)cn1)N1CCC(N2CCOC2=O)CC1
  . | -5% | -6% | 4% | -4 | -6% | -3%
- CCC(=O)N1CCC(Oc2ccc(C(=O)N3CCOCC3)cn2)CC1
  -1% | 8% | -18% | 6% | 0 | i | i
- CC1CCN(c2nc3c(S(=O)(=O)c4ccccc4)nnn3c3ccsc23)CC1
  . | . | ? | 9% | -8 | . | .
- Cc1cccc(Oc2cnc(=O)[nH]c2)c1
  . | . | . | 21% | 7 | i | .
- Cn1c(=O)c2ccnn2c2ccc(C(=O)Nc3ccc4c(c3)OCCO4)cc21
  10µM* | 35µM* | -9% | -24% | 2 | -6% | -19%
- O=C([C@@H]1C[C@H](F)CN1C(=O)c1ccccc1Cl)N1CCCCC1
  . | -6% | 40%[activator] | -17% | 12 | i | i
- CNC(=O)[C@@H]1C[C@H](Oc2ccccc2)CN1S(=O)(=O)Cc1ccccc1
  -8% | ? | 7% | -13% | 31 | -14% | -16%
- COc1ccc(C(=O)N2CCC3(CC2)NC(=O)N(c2cccc(Cl)c2)N3)cc1
  29% | ? | 29% | -5% | 4 | -32% | ?
- CCOC(=O)c1c(C)[nH]c(C)c1S(=O)(=O)N(C)CC(=O)Nc1ccc(C)cc1C
  . | . | 16% | -2% | -6 | . | .
- Cc1ccc(N(C)C(CNS(=O)(=O)c2ccccc2)c2ccccc2)cc1 (configuration not stated)
  . | . | ? | -12% | 3 | . | .
- CCOc1ccc(CC(=O)N2CCC[C@H]2c2nc(-c3ccc(C)cc3)no2)cc1
  -29% | ? | 11% | ? | -8 | 1% | ?
- COc1ccc(-c2ccc(-c3noc(-c4cc(OC)cc(OC)c4)n3)c(OC)n2)cc1
  . | . | 9% | -2% | -10 | . | .
- CCCNC(=O)Cc1ccc(N(Cc2cccc(C)c2)C(=O)c2ccco2)cc1
  1% | -27% | 0% | 4% | -15 | i | -24%
- C=CCc1c(C)nc2nc(SCC(=O)Nc3ccc(C)c(C)c3)nn2c1C
  . | . | -27% | 2% | -5 | . | .
- O=C1c2cnc(-c3cccc(O)c3)nc2OCCN1Cc1ccc(F)cc1F
  -15%[172 µM] | ? | -11%[87.6 µM] | -16%[87.6 µM] | -5 | -27%[88.5 µM] | ?
- O=C(NC[C@H]1O[C@@H](CO)[C@@H](O)[C@H]1N1CCN(c2ccc(F)cc2)CC1)c1cccc(F)c1
  0% | 4% | -7% | 0% | -2 | 1% | 4%
- COc1cc2[nH]c(=O)n(CCCCCC(=O)N3CCN(c4cccc(C(F)(F)F)c4)CC3)c(=O)c2cc1OC
  . | . | 26% | 3% | -23 | . | .
- Cc1cccc(-c2cccc(NC(=O)C3CCCN(C(=O)c4cccc(C)n4)C3)c2)c1 (configuration not stated)
  25µM* | ? | 84%[activator] | -18% | 6 | -16% | ?
- O=C1CCN(S(=O)(=O)c2cccc(F)c2)CCCC(CO)CCN1 (configuration not stated)
  3% | -3% | 9% | 2% | -8 | i | -8%
- COc1ccc(CCNC(=O)CCCn2c(=O)c3ccccc3n(Cc3c(C)cc(C)cc3C)c2=O)cc1OC
  . | . | -4% | -3% | 19 | . | .
- O=C1N(Cc2ccccc2F)CCOC12CCN(Cc1ccc(F)cc1F)CC2
  -1%[172 µM] | ? | -29%[87.6 µM] | -3%[87.6 µM] | 1 | -11%[88.5 µM] | ?
- CC(C)CN1CCc2[nH]cnc2C12CCN(C(=O)c1n[nH]c3c1CCC3)CC2
  -6% | ? | 9% | -10% | 17 | ? | -25%
- CCOC(=O)c1cc2c(=O)n3ccccc3nc2n(Cc2ccco2)c1=NC(=O)c1cccc(F)c1
  . | . | 10% | ? | -39* | . | .
- COC[C@@H]1CN(S(C)(=O)=O)C[C@H]1c1ccncc1
  -10% | -15% | 21% | 2% | -6 | i | -26%
- O=C(c1ccc(C2CCCNC2)cc1)N1CCCN(c2ncccn2)CC1 (configuration not stated)
  1% | -1% | -21% | 0% | 4 | i | i
- C#CCNC(=O)c1nc(-c2ccsc2)c2cnccn12
  1%[172 µM] | 100µM* | -35%[87.6 µM] | 7%[87.6 µM] | 2 | i | -21%[138 µM]
- CC(=O)Oc1c(-c2ccc(NC(=O)c3ccco3)cc2)c(-c2cccc(C)c2)nn1-c1cccc(F)c1
  -9% | ? | -21% | -2% | 30 | ? | ?
- CC(C)Cn1c(-c2ccccc2Cl)nc2ccccc21
  . | . | 26% | 10% | 1 | . | .
- O=C(Nc1cccc(Br)c1)c1cccc(S(=O)(=O)N2CCCCCC2)c1
  . | . | 9% | -34%&-12% | -16 | -1% | .
- COc1cccc(CNC(=O)CN2C(=O)NC3(CCC(C(C)(C)C)CC3)C2=O)c1 (configuration not stated)
  -5% | ? | 3% | 0% | 19 | i | ?
- CC(C)C1=NOC2(CCCN(Cc3ccc(C(F)(F)F)cc3)C2)C1 (configuration not stated)
  . | ? | 9% | -1% | -7 | -2% | -19%
- COC(=O)c1c(NC(=O)c2cc(=O)c3cc(C)cc(C)c3o2)sc2c1CCC2
  . | . | -10% | 7% | 8 | . | .
- Cc1nnc(-c2cc(-c3cccc(N(C)C)c3)ccn2)n1Cc1ccccc1
  ? | 89µM* | 16%[87.6 µM] | -23%[87.6 µM] | -2 | -12%[88.5 µM] | 50µM*
- COc1ccc([C@H]2C[C@@H](O)[C@@H](O)[C@@H]2NC(=O)c2cccnc2Oc2ccccc2)cc1
  -4%[172 µM] | -13%[172 µM] | -19%[87.6 µM] | 2%[87.6 µM] | -9 | -10%[88.5 µM] | -19%[174 µM]
- Cc1ccc(-c2nnc(Nc3ccc(Br)cc3)c3ccccc23)cc1S(=O)(=O)N1CCN(C)CC1
  . | . | -25% | -6% | -11 | . | .
- CCCN(Cc1nccn1C)C(=O)c1sc(C(C)C)nc1C
  3% | -1% | 10% | 6% | 8 | -5%[11.5 µM] | -15%
- O=C(Cn1ccn2nc3c(c2c1=O)CCCCC3)Nc1ccc(F)c(F)c1
  ? | ? | ? | 5% | 16 | i | ?
- CC(C)NC(=O)N(C1CC1)C1CCOC2(CCN(C(=O)c3ccco3)CC2)C1 (configuration not stated)
  . | -15% | 8% | 7% | 3 | ? | -22%
- COc1ccc2[nH]c(=O)c(CCC(=O)NC(C)c3cn(C)nc3C)cc2c1 (configuration not stated)
  2% | 20% | 17% | 7% | 11 | i | i
- Cc1ccccc1NC(=O)N1c2ccccc2CC1c1noc(C2CCOCC2)n1 (configuration not stated)
  -12% | -13% | 64%[activator] | -7% | 12 | -6% | -19%
- COCCNC(=O)C1(C)CCc2cnc(NCc3ccccc3)nc21 (configuration not stated)
  2%[172 µM] | -26%[172 µM] | ? | 2%[87.6 µM] | -6 | 1%[88.5 µM] | 89µM*
- Cc1nn(-c2ccccc2)c(Oc2cccc(F)c2)c1CCC(=O)NC(C)C
  -1% | ? | -17% | -8% | 14 | 0% | ?
- Cc1ccc2c(c1)nc1n2[C@@H](CNCc2nc3ccccc3n2C)COC1
  -5%[172 µM] | ? | -16%[87.6 µM] | -6%[87.6 µM] | 1 | 2%[88.5 µM] | ?
- CN1CCc2cc(NC(=O)Nc3cccnc3)ccc21
  . | . | 2% | -19% | . | ? | .
- O=C1NC(=NC2CCCC2)C2(CCN(Cc3ccncc3)C2)N1c1cccnc1 (configuration not stated)
  . | -14% | -1% | 11% | 6 | -27% | ?
- COCC1CN(C(=O)NCc2ccc(F)cc2)CC12CCNCC2 (configuration not stated)
  3% | i | -20% | -9% | 17 | -5% | -25%
- CCCSC1=NC2(CCN(C(=O)NC3CCCCC3)CC2)N=C1c1ccc(Cl)cc1
  . | . | -30% | -2% | 6 | . | .
- Cc1ccccc1C(=O)NC1CCCN(c2cc(-c3ccccc3)[nH]n2)C1 (configuration not stated)
  ? | ? | 80%[activator] | -12% | 8 | -16% | ?
- Cc1ccc(-n2c(C3CCN(C(=O)Cc4ccccc4)CC3)n[nH]c2=O)cc1
  0% | 4% | 3% | -1% | 1 | i | ?
- CCOc1ccc(NC(=O)CCn2cccn2)cc1
  . | . | 0% | 7% | -15 | . | .
- Clc1cccc(CN2CC(CNc3cccnc3)C3(C2)CN(c2ccccc2)C3)c1 (configuration not stated)
  -5%[172 µM] | ? | ? | -18%[87.6 µM] | -2 | 0%[88.5 µM] | ?
- COCCC1(NC(=O)Cc2cccc(OC)c2)CCN(S(C)(=O)=O)CC1
  . | 0% | -15% | 3% | 14 | 3% | -10%

(next part)
Results follow in this order: Luciferase inh | HEK cytotox | SNCA expr inhib | HEK293 viab | IP6K1 inhibitor | GPT2 inhibitor | NIH3T3 tox
- CCN1c2cc(C(=O)Nc3ccc(F)c(F)c3)ccc2C(=O)N2CCCCCC21 (configuration not stated)
  -14% | ? | ? | 0%[12.5 µM] | -2 | 4% | ?
- Cc1cccc(N(C)C(=O)Cn2c(=O)n(-c3ccc(F)cc3)c(=O)c3c2cc(C)n3C)c1
  -25% | -11% | ? | ? | -11 | 4% | -21%
- O=C(c1ccc2c(c1)OCO2)N1C[C@@H]2C[C@H](C1)c1ccc(-c3cccc(C(F)(F)F)c3)c(=O)n1C2
  2% | i | -4% | 2% | 3 | -15% | -2%
- c1cc2nc(-c3ccsc3)[nH]c2cn1
  ? | ? | 22%&-21%[87.6 µM] | 2%&-3%[87.6 µM] | 3&-1 | 0%[88.5 µM] | ?
- O=C(Nc1ccccc1)NC1CCCN(Cc2ccc(-c3cncnc3)cc2)C1 (configuration not stated)
  . | ? | ? | -8%[12.5 µM] | 11 | i | -19%
